Screening data deposited in PubChem BioAssay by The Scripps Research Institute Molecular Screening Center.
GBA activity up = enhancers of human beta-glucosidase activity in Gaucher fibroblasts | L444P Gaucher fibroblasts, 4-MU-glucoside fluorescence, 3 days | activation, % at 10 µM | 30,000 tested, 0.44% active; in the data active = activation above about 65%;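 also: 0% = vehicle wells and 100% = positive control wells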
Target sequence (P04062 whole entry L483P): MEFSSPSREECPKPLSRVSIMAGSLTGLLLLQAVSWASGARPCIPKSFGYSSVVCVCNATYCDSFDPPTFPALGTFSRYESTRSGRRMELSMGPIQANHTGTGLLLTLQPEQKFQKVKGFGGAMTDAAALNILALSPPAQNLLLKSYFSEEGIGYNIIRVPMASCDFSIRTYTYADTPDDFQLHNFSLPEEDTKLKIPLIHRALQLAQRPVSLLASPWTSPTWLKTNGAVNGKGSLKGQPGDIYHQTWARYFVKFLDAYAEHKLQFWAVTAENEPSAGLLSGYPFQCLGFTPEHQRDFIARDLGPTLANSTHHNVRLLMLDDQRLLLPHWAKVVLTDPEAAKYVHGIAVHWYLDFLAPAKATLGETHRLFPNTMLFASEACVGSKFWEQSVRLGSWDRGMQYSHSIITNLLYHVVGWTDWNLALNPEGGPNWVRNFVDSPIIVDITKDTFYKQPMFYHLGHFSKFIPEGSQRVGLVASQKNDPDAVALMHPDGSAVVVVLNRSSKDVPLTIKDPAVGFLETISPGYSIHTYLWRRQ
Active calls of the source: *. The list is partial; rates above refer to the full screens.

SMILES | GBA activity up
COCCCNC(=O)Cn1nc(-c2ccc(C)cc2)ccc1=O | -51
OC(CCCCN1CCCCC1)c1ccccc1 (stereo not given) | 37
CCOC(=O)C1C(=O)NC(SCC(=O)OC)=C(C#N)C1c1ccccc1OCC (stereo not given) | -3
COc1cccc(N2CCN(S(=O)(=O)c3ccc4nc(-c5ccccc5)[nH]c4c3)CC2)c1 | -41
COc1ccc(C(C)=O)cc1COC(=O)c1cccc(N(C)C)c1 | -16
Cc1noc(C)c1C(=O)OCC(=O)c1c[nH]c2ccccc12 | 6
O=C(C1CCN(S(=O)(=O)N2CCOCC2)CC1)N1CCOCC1 | -18
CC1Cc2ccccc2N1C(=O)CN1C(=O)NC(C)(c2ccc3c(c2)OCCO3)C1=O (stereo not given) | -19
CC1=C(C(=O)Nc2cccnc2)C(c2cccnc2)n2nc(-c3cccs3)nc2N1 (stereo not given) | -8
CCCN(CCC)CCCNC(=O)c1cc2cc3ccc(OC)cc3nc2o1 | 48

SMILES | GBA activity up
CN(C)CCCNc1oc(-c2cccc(Cl)c2)nc1C#N | -25
CCCS(=O)(=O)N1CCC(C(=O)NCCN(CC)c2ccccc2)CC1 | 1
COc1ccc(-c2nc(N3CCOCC3)nc3nn4c(C)c(CCC(=O)O)c(C)nc4c23)cc1 | -10
O=C(CCC1COc2ccccc2O1)Nc1ncccc1O (stereo not given) | 13
Cc1cc(N2CCOCC2)n2nc(-c3cccc(F)c3)cc2n1 | -13
Cc1ccc(C)c(-n2c(CNC(=O)c3ccco3)nnc2SCC(=O)Nc2nccs2)c1 | -23
O=C(NCC1(N2CCOCC2)CCCCC1)c1ccc(Cl)c(S(=O)(=O)NCc2ccco2)c1 | 4
c1cncc(-c2nc(-c3ccc4c(c3)OCO4)cs2)c1 | -13
Nc1nc(CN2CCN(c3cccc(Cl)c3)CC2)nc(N2CCCc3ccccc32)n1 | 0
COc1ccc(C(=O)Nc2cccnc2)cc1S(=O)(=O)N1CCOCC1 | -4

SMILES | GBA activity up
COC(=O)C1=C(C)NC(=O)CC1c1cc2c(cc1Br)OCO2 (stereo not given) | -27
CC(CCc1ccccc1)NC(=O)C1CCN(S(=O)(=O)c2cnc[nH]2)CC1 (stereo not given) | -3
COC(=O)Cc1csc(N)n1 | -20
COC(=O)c1[nH]c2c(c1C)C(=O)CCC2 | -26
CCOc1cc(NC2CS(=O)(=O)CC2O)c(OCC)cc1NC(=O)c1ccccc1 (stereo not given) | -8
Cc1nc(NCC2CCCO2)c2nnn(Cc3ccccc3Cl)c2n1 (stereo not given) | -30
COc1ccc2c(c1)CCc1c(C(=O)N3CCCc4ccccc43)noc1-2 | -10
CCCOc1ccc(N2C(=O)CC(N3CCN(c4ccccc4F)CC3)C2=O)cc1 (stereo not given) | -9
CCOc1ccc(CCNC(=O)Cn2c(-c3nonc3N)nc3ccccc32)cc1OCC | -31
CC(=O)c1cccc(S(=O)(=O)N2CCN(c3nc4cc(C)cc(C)c4cc3C#N)CC2)c1 | -42

SMILES | GBA activity up
CCCc1noc2c1C(c1ccoc1)C(C#N)=C(N)N2 (stereo not given) | -23
O=C(NC(O)C(=O)c1cccs1)c1cccnc1 (stereo not given) | -44
COc1ccc(C(CC(=O)Nc2nccs2)n2cccc2)cc1 (stereo not given) | -3
O=C(C1CCCN(Cc2ccc3c(c2)OCO3)C1)N1CCCC1 (stereo not given) | 1
Nc1ccnc(C(F)(F)F)c1C(=O)c1ccccc1 | 33
Cc1cc(NC2C3CC4CC(C3)CC2C4)n2nnnc2n1 (stereo not given) | -24
O=C(CN(Cc1ccccc1)C(=O)c1ccco1)NCc1ccc(F)cc1 | -16
COC(=O)c1sc(N)c(C(=O)OC)c1CSc1nnc(-c2ccccc2Cl)n1C | -9
CC1CN(S(=O)(=O)c2ccc(NC(=O)CCCN3C(=O)c4ccccc4C3=O)cc2)CC(C)O1 (stereo not given) | 13
COCC(=O)Nc1ccc(N(C)C)cc1 | -21

SMILES | GBA activity up
Cn1c(=O)cc(OCCCC(=O)NCc2ccccn2)c2ccccc21 | -45
CCOc1ccc(C2C(C#N)=C(N)Oc3nc[nH]c(=O)c32)cc1OC (stereo not given) | -2
CC(C)(C)N1CC(COc2ccccc2)OC1=O (stereo not given) | -9
COC(=O)C1(CCSC)NC(c2ccco2)C2C(=O)N(C)C(=O)C21 (stereo not given) | 3
COC(=O)c1cc(=O)nc2sc3ccccc3n12 | -27
CCOCCCn1c(=S)[nH]c2ncccc2c1=O | -9
C1CCc2c(nc3nnnn3c2N2CCOCC2)C1 | -38
c1ccc(Cn2nnnc2C(c2cccs2)N2CCOCC2)cc1 (stereo not given) | -7
O=C(O)c1cc(=O)cc(C(=O)O)[nH]1 | -5
Brc1cccc(-c2n[nH]c(-c3ccccc3)n2)c1 | -33

SMILES | GBA activity up
CCOC(=O)N1CCN(C(=O)CSc2nnc(Cc3ccccc3)o2)CC1 | 1
Cc1ccc(NC(=O)CCn2c(=O)oc3ccccc32)c(C)c1 | -26
N#Cc1c(N)nc(N2CCCC2)c(C#N)c1-c1ccc(Cl)cc1 | 7
CCOc1ccccc1C(=O)NCc1ccco1 | 2
O=C(c1cccs1)c1cn(CC(=O)N2CCc3ccccc3C2)c2ccccc12 | -53
COc1ccccc1NC(=O)CSc1nnc(-c2ccncc2)n1CC1CCCO1 (stereo not given) | -6
CCC(=O)Nc1ccc2c(c1)nc1n2CCSC1 | -26
CC(=O)O[C@]1(C(C)=O)CC[C@H]2[C@@H]3C=C(C)C4=CC(=O)CC[C@]4(C)[C@H]3CC[C@@]21C | -29
O=C(Nc1nsc(-c2ccccc2)n1)c1ccncc1 | -12
COc1ccc(S(=O)(=O)NCCC(=O)NC2CCCCCCC2)cc1 | -12

SMILES | GBA activity up
Cn1nc(OCC(N)=O)ccc1=O | 6
O=C(CSc1nnc2sc3ccccc3n12)c1ccco1 | -35
N#Cc1c2ncn(CC(=O)c3ccc(Br)cc3)c(=O)c2c2n1CCC2 | -11
CCOC(=O)c1cnc2c(OC)cccc2c1N1CCN(c2ccc(OC)cc2)CC1 | -5
COc1cc(C(N)=O)ccc1OCc1ccccc1 | -1
Cn1c(=O)n(C)c2cc(S(=O)(=O)NCc3ccccc3)ccc21 | 0
Cc1nnc(SCC(=O)N2CCOCC2)s1 | -21
CCC(C)c1ccc2oc(-c3ccc(NC(=O)Cn4cnc5c(=O)n(C)c(=O)n(C)c54)cc3)nc2c1 (stereo not given) | -22
O=C(CSC1=NCCS1)N1CCN(c2ccccc2)CC1 | -12
CCOC(=O)c1[nH]c2ccccc2c1NC(C)=O | -13

Entries shown so far that have an aryl thioether with sulfur outside any ring:
SMILES | GBA activity up
Cc1ccc(C)c(-n2c(CNC(=O)c3ccco3)nnc2SCC(=O)Nc2nccs2)c1 | -23
COC(=O)c1sc(N)c(C(=O)OC)c1CSc1nnc(-c2ccccc2Cl)n1C | -9
CCOC(=O)N1CCN(C(=O)CSc2nnc(Cc3ccccc3)o2)CC1 | 1
COc1ccccc1NC(=O)CSc1nnc(-c2ccncc2)n1CC1CCCO1 (stereo not given) | -6
O=C(CSc1nnc2sc3ccccc3n12)c1ccco1 | -35
Cc1nnc(SCC(=O)N2CCOCC2)s1 | -21

New compounds follow:
SMILES | GBA activity up
Cc1ccc2nc(C)c(C)nc2c1N | 31
CCn1c(N)c(C(N)=O)sc1=S | -11
COc1ccc(CN2CC(C(=O)NCCCN3CCCCCC3)CC2=O)cc1 (stereo not given) | -2
CCCC1=[N+](CC)CCn2c(C)ccc21 | -6
O=c1cc(N2CCCC2)[nH]c(=O)n1-c1ccc(Cl)cc1 | -5
Cc1ccc2nc(-c3ccccc3Cl)cc(C(=O)Nc3cc(C)on3)c2c1 | -19
OC(CCN1CCCCC1)(c1ccccc1)C1CCCCC1 (stereo not given) | -14
CCN1CCN(Cc2ccc(OC)c(OCc3ccccc3)c2)CC1 | -6
COc1cc2c(cc1OC)-c1nncn1C(C)(C)C2 | 36
CC(C)(C)c1cc(C(=O)NCc2cccnc2)ccn1 | -23

SMILES | GBA activity up
Cn1c(=O)cc(SCC(=O)N2CCN(C3CCCCC3)CC2)c2ccccc21 | 21
CC(=O)Nc1cc(NC(C)=O)cc(C(=O)NC(C)(C)C)c1 | -9
Cc1ccc(CNc2ccc3c(c2)OCO3)cc1 | -9
COC(=O)NC1CSCC1OC(=O)c1ccc(Br)cc1 (stereo not given) | 6
Cc1ccc2[nH]c(C)c(CN(C)C3CCN(C)CC3)c(=O)c2c1 | -6
COC(=O)C1=C(C(=O)c2ccccc2)C(c2cccs2)n2nnnc2N1 (stereo not given) | -51
O=S(=O)(c1cccc(-c2csc(-c3cccnc3)n2)c1)N1CCCCC1 | 2
O=C(COC(=O)c1cnccn1)c1ccc(Br)cc1 | -2
CCOC(=O)C1C2C=CC3(CN(Cc4ccco4)C(=O)C13)O2 (stereo not given) | -12
C=CCn1cc(C(=O)NCCCOC)c(=O)c2cc(S(=O)(=O)N(CC)CC)ccc21 | -8

SMILES | GBA activity up
NC(=O)NC(=O)COC(=O)c1ccccc1Oc1ccccc1 | 13
CC(=O)Nc1c(C(=O)c2ccccc2)oc2ccccc12 | 28
CN(C)CCN1C(=O)c2oc3ccccc3c(=O)c2C1c1ccccc1 (stereo not given) | -28
O=C(NCc1ccco1)c1cccc(NC(=O)c2ccccc2)c1 | -23
O=C(CSc1nnc(-c2ccco2)n1-c1ccccc1)N1CCc2ccccc21 | -20
Clc1cc(Br)ccc1OCCOCCN1CCOCC1 | -18
COc1cc(C#N)ccc1OCC(=O)c1ccc2c(c1)OCCO2 | -8
O=C(NCc1ccccc1Cl)C1CCN(S(=O)(=O)N2CCCCCC2)CC1 | -16
CCS(=O)(=O)NCCc1csc(C)n1 | 8
N=c1c(S(=O)(=O)c2ccc(Cl)cc2)cc2c(=O)n3ccccc3nc2n1CCN1CCOCC1 | 10

SMILES | GBA activity up
COc1ccc(Cl)cc1S(=O)(=O)N1CCN(CC(=O)C(C)(C)C)CC1 | -2
CCCN1CCN(CCCNC(=O)Cn2nc(-c3ccccc3)ccc2=O)CC1 | -8
Cc1ccc(Cn2nnc3c(=O)n(CC(=O)NCC4CCCO4)cnc32)cc1 (stereo not given) | -11
CC(C)c1c(O)nc(SCc2ccccc2)[nH]c1=O | -37
CCC(C)(NC(=O)CNC(C)=O)C(=O)NC1CCCCC1 (stereo not given) | 3
CC(C)OCCCNC(=O)c1c(N)n(/N=C/c2ccccn2)c2nc3ccccc3nc12 | 28
CC(=C1C(=O)c2ccccc2C1=O)N1CCN(Cc2ccccc2)CC1 | 15
Cc1ccc(C(C)NC(=O)C2CCCO2)cc1C (stereo not given) | -6
CCN(CC)C(=O)Cc1cc(C(=O)O)c2ccccc2n1 | -74
CCOC(=O)c1cc(CNC(=O)c2c(C)oc3c2CCCC3)c(C)o1 | 2

SMILES | GBA activity up
CNC(=O)CSc1nnc(-c2cccnc2)n1CCc1ccccc1 | -20
CNCCC(Oc1ccc(C(F)(F)F)cc1)c1ccccc1 (stereo not given) | -55
CCOC(=O)C1CCN(C(=O)C2CCN(S(=O)(=O)c3cc(Cl)ccc3Cl)CC2)CC1 | -7
COc1ccccc1N(CC(O)CN(c1ccccc1)S(C)(=O)=O)S(=O)(=O)c1ccccc1 (stereo not given) | -11
CCCSc1nnc(-c2ccccc2NC(=O)CC)c(=O)[nH]1 | -18
COc1ccc(-c2cn3cccnc3n2)cc1NC(=O)c1ccc(Br)o1 | 3
CCn1c(N)c(C(=O)NCC2CCCO2)sc1=S (stereo not given) | -1
CC(=O)N1CCC(C(=O)Nc2nc(-c3ccccc3)ns2)CC1 | -7
CC(C)(C)NS(=O)(=O)c1ccc(OCC(=O)Nc2ccc3c(c2)OCCO3)cc1 | 4
CC1CCCC(C)N1CC(O)COc1ccc(Cl)cc1 (stereo not given) | -30

SMILES | GBA activity up
CCOC(=O)C1CCN(C(=O)c2ccco2)CC1 | 7
CC(C)C(=O)Nc1ccc2c(c1)C(=O)N(CCC(=O)O)C2=O | -9
O=C(CSc1nc2ccccc2c(=O)n1C1CC1)NCc1ccccc1 | -14
O=C1CCCN1CCCNc1ncnc2c1[nH]c1ccc(Cl)cc12 | 1
O=C(Oc1ccc2c(c1)OCO2)c1cccs1 | 29
COc1ccc(-c2nnc(SCC(=O)N3CCCCC3)o2)cc1OC | -1
Cc1ccccc1NC(=O)C1CCCN(S(=O)(=O)c2c(C)noc2C)C1 (stereo not given) | 11
Cn1c(CCN2CCCCC2)nc2cc(NS(=O)(=O)c3ccc(Cl)cc3)ccc21 | 13
Cc1c(N(C)C(=O)c2ccco2)c(=O)n(-c2ccccc2)n1C | -8
O=C(CN1C(=O)C2C3C=CC(C3)C2C1=O)N1CC=C(c2ccccc2)CC1 (stereo not given) | 2

SMILES | GBA activity up
CCOC(=O)c1sc(/N=C/Nc2nc(C)c(C(=O)OCC)s2)nc1C | -5
COc1ccc2nc(COC(=O)c3ccco3)c(C(C)=O)[n+]([O-])c2c1 | -39
COc1cc(Cl)c(S(=O)(=O)N2CCOCC2)cc1Cl | -16
Cc1ccc(OC(=O)CCC(=O)N2CCc3ccccc32)cc1 | -4
O=S(=O)(c1ccccc1)N1CCSC1c1ccco1 (stereo not given) | 8
COc1ccc(-c2ccc(CCC(=O)O)n2C(C)C)cc1 | -32
COC(=O)c1ccc(CSc2ccccc2C)o1 | -2
O=C(Nc1ccccn1)c1c(O)c2cccc3c2n(c1=O)CCC3 | -16
Cc1ncoc1C(=O)Nc1cccc(Cl)c1 | -5
Cc1cc(C)nc(N(C#N)CN2C(=O)c3ccccc3S2(=O)=O)n1 | -18
Cc1n[nH]c(C)c1Cc1ccc(C(=O)O)cc1 | 2

Rewritten field by field: part of the list above
COc1ccc2nc(COC(=O)c3ccco3)c(C(C)=O)[n+]([O-])c2c1
  GBA activity up: -39

COc1cc(Cl)c(S(=O)(=O)N2CCOCC2)cc1Cl
  GBA activity up: -16

O=C(Nc1ccccn1)c1c(O)c2cccc3c2n(c1=O)CCC3
  GBA activity up: -16

COc1ccc(-c2ccc(CCC(=O)O)n2C(C)C)cc1
  GBA activity up: -32
